MLL CXXC-DNA inh – blocks binding of human MLL CXXC domain to DNA | MLL-CXXC / FITC-HOXA9 DNA fluorescence polarization | 0.037% of 290,000 active | Potency, µM (highest dose often 115 µM), for the others: at the highest dose activity change, negative = inhibition, most hits filed as inhibitors; active means well fitted inhibition curve with a large enough effect in the polarisation, with a control signal flat, not every such curve was filed as active; inconclusive means small, poorly fitted or top-dose-only effect, or effect the other way, or a change in a side signal; inactive means no such curve, though single readings can be large or run the other way; the % refers to the polarisation; further: potency means the concentration at half of the fitted maximal effect
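Purified MLL-CXXC (added from a 7 uM solution) was preincubated 5 min at ambient with pinned compounds in 50 mM Tris-HCl pH 7.5, 50 mM NaCl, 1 mM DTT, 0.05% BSA. Fluorescein-labeled HOX-A9 DNA (50 nM solution) followed, 30 min, then polarization read.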
Giardia kill – Giardia lamblia killing; Giardia lamblia trophozoite viability; activity change, % at 7.66 µM, hits read low; 0.15% of 340,000 active; in the data active means activity change below about -80%; inconclusive means between about -30% and that limit;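 further: parasites exposed to compound for two days anaerobically before the ATP read; on the % scale 0 is the no-effect control and ±100 the full control effect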
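ATP-content bioluminescence gauges trophozoite survival. Cells (100/well) receive compound and incubate anaerobically for 48 hrs at 37 deg C; detection reagent follows for 15-30 min at room temperature.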
B2AR arrestin – agonists driving beta-arrestin recruitment to human beta2-adrenergic receptor; Potency, µM (titrated, usually from 46.1 µM), without a hit: at the highest dose activation, actives largely listed as activators; beta-arrestin recruitment to beta2AR, cell-based reporter; 0.02% of 330,000 active;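 further: potency means the concentration at half of the fitted maximal effect; 0% = DMSO controls and full agonism = EC100 isoproterenol or metaproterenol; nearly all actives have a fitted effect of over 65% in size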
Coupling enz – counter-screen for Giardia aldolase inhibitors: coupling enzyme system; activity change, negative = inhibition, % at 58.2 µM, hits read low; 0.67% of 290,000 active; AID 2472; coupling enzyme system counterscreen, AmpLite Red fluorescence; in the data active means activity change below about -30%; further: on the % scale 0 is the no-effect control and ±100 the full control effect
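Compounds tested against the coupling enzymes alone at 57.5 uM final; readout was AmpLite Red fluorescence (525/598 nm) after 20 min at RT.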
GALK inh – inhibitors of human galactokinase; P51570; Purified GALK, Kinase-Glo residual ATP luminescence; Potency, µM (doses to about 57.5 µM), for inactives: top-dose activity change, negative = inhibition, usual class: inhibitors; 0.007% of 270,000 active; AID 1868; further: potency means the concentration at half of the fitted maximal effect; on the % scale 0 is the no-effect control and ±100 the full control effect
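5 nM enzyme, 35 uM ATP, 100 uM galactose, 20 mM HEPES pH8.0, 5 mM MgCl2; 1 h RT; residual ATP by Kinase-Glo Plus luminescence, qHTS format.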
KCNH2 3.1 inh – KCNH2 3.1 (human) potassium channel inhibition | U2OS KCNH2 3.1, thallium flux FluxOr; stronger effect = lower value | activity change, % (tested at about 1.8 µM) | AID 720553 | 0.95% of 340,000 active;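 active means maximum activity change below -70%; inconclusive means maximum activity change from -70% to -50%; inactive means maximum activity change above -50%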;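 further: thallium influx rate constant from kinetic fluorescence after stimulation buffer; on the % scale 0 is the no-effect control and ±100 the full control effect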
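Kinetic fluorescence (2 min after stimulation buffer) measures Tl+ influx through KCNH2 3.1 expressed by viral transduction in U2OS cells; the rate constant is normalized against DMSO controls serving as positive and negative references.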
hERG WT inh – blocks the wildtype human KCNH2 potassium channel | 0.37% of 340,000 active | U2OS, BacMam KCNH2, thallium flux FluxOr; stronger effect = lower value | Q12809 | activity change, % at 1.84 µM | AID 720551;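 active means maximum activity change below -70%; inconclusive means maximum activity change between -70% and -50%; inactive means maximum activity change above -50%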; further: on the % scale 0 is the no-effect control and ±100 the full control effect
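U2OS cells transduced with wild-type KCNH2 virus are loaded with FluxOr dye for 45 min, and thallium flux is measured in kinetic reads before and after stimulation buffer. Rate constants are normalized to DMSO controls.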
Menin-MLL TR inh – displaces Texas Red mutant MLL peptide from human menin | O00255 | Menin + Texas Red MLL mutant peptide, fluorescence polarization | Potency, µM (highest dose often 61.6 µM), without a hit: top-dose FP activity change, negative = inhibition, usual class: inhibitors | 0.23% of 270,000 active | AID 1768; active means well fitted inhibition curve with a large enough effect in the polarisation, with a control signal flat, not every such curve was filed as active; inconclusive means small, poorly fitted or top-dose-only effect, or effect the other way, or a change in a side signal; inactive means no such curve, though single readings can be large or run the other way; the % refers to the polarisation; further: potency means the concentration at half of the fitted maximal effect; % of control where 0% means no effect; many of its hits are not listed in these tables
PKM2 act – PKM2 (human) enzyme activation | P14618 | purified PKM2, Kinase-Glo ATP luminescence, activation; response scale: 0% is enzyme alone, no compound | Potency, µM (highest dose often 57.5 µM), for inactives: at the top dose activation, usual class: activators | 0.34% of 260,000 active | AID 1631; further: potency means the concentration at half of the fitted maximal effect; on the % scale 0 is the no-effect control and ±100 the full control effect; nearly all actives have a fitted effect of over 55% in size
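hPK-M2, >95% pure; 0.1 mM ADP / 0.5 mM PEP final; imidazole pH7.2 buffer w/ 7 mM MgCl2, 50 mM KCl; 1 h RT; Kinase-Glo lum. Intermediate enzyme activity for dual inhibitor/activator qHTS.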
USP2a block – inhibitors of human ubiquitin-specific protease USP2a; O75604; USP2 core, Ub-CHOP2 coupled fluorogenic reporter, 485/531; Potency, µM (highest dose often 38.3 µM), for the others: at the highest dose activity change, negative = inhibition, hits mostly inhibitors; 0.01% of 330,000 active; AID 463254;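 further: potency means the concentration at half of the fitted maximal effect; plate controls were DMSO wells for no effect and full inhibition by NEM control for full effect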
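USP2 core (10nM final) preincubated 30min RT with compound in 20mM Tris-HCl pH 8.0, 2mM CaCl2, 2mM beta-mercaptoethanol, 0.05% CHAPS; 25nM Ub-CHOP2 plus 25nM reporter substrate added, fluorescence (Ex485/Em531) read after 60min.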
TRPV1 ag – human TRPV1 agonism. Q8NER1. TRPV1-expressing cells, Fluo-8 calcium influx, agonist mode. activation, % at 8.33 µM. 0.19% of 320,000 active; in the data active means activation above about 80%; inconclusive means between about 30% and that limit; further: 0% is about no effect
Target sequence (Q8NER1 whole entry, looked up): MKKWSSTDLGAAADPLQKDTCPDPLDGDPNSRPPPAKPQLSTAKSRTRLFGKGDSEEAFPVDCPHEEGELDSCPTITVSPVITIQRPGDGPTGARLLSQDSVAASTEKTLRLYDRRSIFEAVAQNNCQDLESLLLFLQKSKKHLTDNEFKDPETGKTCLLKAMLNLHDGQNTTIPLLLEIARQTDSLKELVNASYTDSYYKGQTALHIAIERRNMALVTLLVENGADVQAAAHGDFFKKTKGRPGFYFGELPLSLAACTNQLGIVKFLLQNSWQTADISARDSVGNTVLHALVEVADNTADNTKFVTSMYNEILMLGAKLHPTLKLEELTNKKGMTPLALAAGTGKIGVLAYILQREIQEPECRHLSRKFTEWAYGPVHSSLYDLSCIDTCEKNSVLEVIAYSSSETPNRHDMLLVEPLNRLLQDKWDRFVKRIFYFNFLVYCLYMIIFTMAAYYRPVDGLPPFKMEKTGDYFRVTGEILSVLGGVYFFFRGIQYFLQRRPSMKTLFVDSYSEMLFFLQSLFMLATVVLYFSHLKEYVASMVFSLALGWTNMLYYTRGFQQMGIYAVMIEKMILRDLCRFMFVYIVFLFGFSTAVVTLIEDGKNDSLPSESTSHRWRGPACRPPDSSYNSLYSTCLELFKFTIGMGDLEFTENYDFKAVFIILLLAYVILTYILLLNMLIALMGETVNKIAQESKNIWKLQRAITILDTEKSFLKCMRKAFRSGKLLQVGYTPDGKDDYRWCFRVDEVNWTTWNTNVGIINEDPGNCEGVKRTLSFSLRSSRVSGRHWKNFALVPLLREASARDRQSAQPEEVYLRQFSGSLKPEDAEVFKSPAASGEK
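Fluo-8 calcium influx in TRPV1-expressing cells, kinetic read (ex 480/em 520 nm). Compound added and read 3 min for agonist activity, followed by capsaicin at EC20 final and 2 min further read for enhancement.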
Active calls of the source: *; ? = inconclusive; nt = no result given; [ ] = dose if it differs, or a comment. Unless noted, the call rests on the fitted dose curve; in most records, active means well fitted curve in the direction sought with a large enough effect; inconclusive means small, poorly fitted or top-dose-only effect, or another doubt; inactive means no such curve, though single readings can be large; an effect the other way counts as inactive or inconclusive.

SMILES	MLL CXXC-DNA inh	Giardia kill	B2AR arrestin	Coupling enz	GALK inh	KCNH2 3.1 inh	hERG WT inh	Menin-MLL TR inh	PKM2 act	USP2a block	TRPV1 ag
COc1ccc(Cl)cc1NC(=O)CSc1ncnc2c1oc1ccccc12	4%	-12	-2.8%	0	nt	-8	nt	8%	-3%	1%	-2
N/C(=N\OC(=O)c1ccncc1)c1cccc([N+](=O)[O-])c1	-3%	10	-0.6%	-5	2%	24	-10	7%	0%	1%	7
CC(=O)Nc1ccc(S(=O)(=O)N(C)S(=O)(=O)c2ccc(F)cc2)cc1	4%	7	0.0%	1	5%	4	10	?	-3%	2%	-1
COc1cc(C(=O)Nc2cc(C(F)(F)F)ccc2Cl)cc(OC)c1OC	10%	4	-0.3%	0	0%	0	-12	-6%	8%	3%	1
CC(=O)c1c(C)[nH]c(C(=O)Nc2nc(C)cs2)c1C	15%	?	-0.2%	0	11%	3	6	-2%	0%	2%	6
NCCCC[C@H]1CNC(=S)N1CCc1cc(C(F)(F)F)cc(C(F)(F)F)c1	-1%	4	0.4%	5	-3%	-7	-15	1%	-1%	1%	2
O=C(O)Cc1sc(N/N=C\c2ccncc2)nc1-c1ccccc1	?	13	-0.2%	3	-5%	8	-6	nt	15%	1%	14
CC(=O)c1ccc([C@H]2C[C@@]34CN(C(=O)OC(C)(C)C)S(=O)(=O)[C@H]3C[C@H]2O4)cc1	0%	-10	-0.1%	4	2%	37	-2	nt	3%	-4%	-3
CN1CCN(S(=O)(=O)c2ccc(Oc3ccc(Br)cc3F)nc2)CC1	nt	-25	-0.4%	nt	nt	-12	-3	nt	nt	2%	2
O=C(COC(=O)c1ccccc1C(=O)c1ccc(Cl)cc1)NC(c1ccccc1)c1ccccc1	-2%	12	-0.3%	-2	0%	1	-2	-11%	0%	5%	4
N=c1c2c(n(Cc3ccc([N+](=O)[O-])cc3)c3c1CCC3)CCCC2	4%	23	-0.4%	-2	-2%	9	-2	4%	2%	1%	1
O=C(c1cc([N+](=O)[O-])ccc1Cl)N1CCN(c2ccc([N+](=O)[O-])cc2)CC1	2%	-24	6.2%	-1	0%	-39	-1	4%	2%	4%	-5
COc1ccc(C(=O)N/N=C/c2ccc3cccc(OCc4ccccc4)c3n2)cc1	4%	-10	0.3%	4	3%	-9	-30	12%	-2%	-12%	2
CCCCn1c(=O)c2ccccc2n2c(=S)[nH]nc12	1%	-4	-0.8%	2	-3%	0	-1	0%	-9%	-2%	-2
COc1ccc(-n2nc(C(=O)NCC(=O)Nc3ccccn3)c3ccccc3c2=O)cc1	22%	-2	-0.1%	3	-3%	-11	0	-30%	-1%	2%	-4
CCC(CC)C(=O)NCc1ccccc1Cl	2%	7	-0.4%	0	7%	-15	1	0%	-3%	0%	-1
OC(CN1CCN(Cc2ccccc2)CC1)Cn1c2ccccc2c2ccccc21 (stereo not given)	0%	0	-0.2%	0	-2%	-45	2	-13%	5%	-1%	1
CCCCn1c(CCc2ccccc2)nc2cc3[nH]c(=O)c(C(C)C)nc3cc21	4%	-14	-3.4%	-10	nt	25	3	?	3%	-5%	-3
Cc1c(Cl)cccc1NS(=O)(=O)c1ccc2c(c1)C1C=CCC1C(c1ccc(C(=O)O)cc1)N2 (stereo not given)	-7%	4	-0.3%	0	4%	-5	-2	?	10%	-2%	1
O=C(c1ccco1)N1CCN(C(=S)Nc2ccc(F)cc2)CC1	33%[activator]	0	0.2%	nt	-7%	6	-19	nt	0%	1%	-7
CN(C)c1ccc(/C=N/NC(=O)c2cccc(N3CCCC3=O)c2)cc1	-16%	1	-0.2%	1	5%	-15	-11	0%	-4%	2%	-1
COc1ccc(NC(=O)CSc2nc3ccccc3nc2N2CCCC2)c(OC)c1	nt	-8	-0.5%	-1	nt	-6	-11	2%	-2%	-1%	6
Cc1ccc2c(C(=O)CN3CCC(C(N)=O)CC3)c(C)[nH]c2c1	8%	nt	0.5%	3	nt	nt	nt	-3%	nt	0%	-1
O=C(OCC(=O)N1CCCc2ccccc21)c1cnc(Cl)c(Cl)c1	1%	0	-0.2%	11	-3%	-4	-1	10%	-1%	-1%	0
CCCc1ccc(OCc2ccc(C(=O)N3CCCC3)o2)cc1	0%	2	0.7%	1	-3%	-7	5	?	nt	-9%	25

Reprinted at random: 2 entries already listed
SMILES	MLL CXXC-DNA inh	Giardia kill	B2AR arrestin	Coupling enz	GALK inh	KCNH2 3.1 inh	hERG WT inh	Menin-MLL TR inh	PKM2 act	USP2a block	TRPV1 ag
CCCc1ccc(OCc2ccc(C(=O)N3CCCC3)o2)cc1	0%	2	0.7%	1	-3%	-7	5	?	nt	-9%	25
N/C(=N\OC(=O)c1ccncc1)c1cccc([N+](=O)[O-])c1	-3%	10	-0.6%	-5	2%	24	-10	7%	0%	1%	7

Additional structures follow.
SMILES	MLL CXXC-DNA inh	Giardia kill	B2AR arrestin	Coupling enz	GALK inh	KCNH2 3.1 inh	hERG WT inh	Menin-MLL TR inh	PKM2 act	USP2a block	TRPV1 ag
Cc1cc(C)c(NC(=O)CSCc2c(C)noc2C)c(Cl)c1	nt	15	-0.5%	nt	nt	5	-6	nt	nt	2%	-3
Cc1noc(C)c1C(=O)Nc1nc(-c2cccs2)cs1	nt	9	0.1%	nt	nt	-9	-3	nt	nt	3%	-1
CC(NC(=O)c1cccc(S(=O)(=O)N2CCN(Cc3ccccc3)CC2)c1)c1ccc(Br)cc1 (stereo not given)	2%	-3	-0.4%	nt	3%	-37	14	nt	0%	-1%	-3
CC(=O)Nc1nc(C)c(Cc2ccccc2)c(=O)[nH]1	8%	-18	0.2%	-1	12%	22	12	3%	0%	4%	0
O=C(O)CCN1C(=O)c2ccc(NC(=O)CCc3ccccc3)cc2C1=O	-18%	6	-0.9%	-2	-1%	-4	-3	-13%	-1%	0%	4
CCn1c(=O)cc(SCC(=O)N2CCN(C(=O)c3ccco3)CC2)c2ccccc21	4%	4	-0.6%	0	-3%	6	1	-14%	2%	4%	-2
CCN(CC)C(=O)CSc1ncnc2c(-c3ccc(OC)cc3)nsc12	-5%	nt	-0.3%	-2	5%	nt	nt	6%	-3%	2%	0
Cc1ccc(C)c(NC(=O)C(C)CC2COCCO2)c1 (stereo not given)	-2%	-18	0.2%	2	-2%	-4	2	27%	3%	-3%	5
N/C(=N\OC(=O)C1CCCCC1)c1ccc(Cl)cc1	7%	52[activator]	-1.1%	nt	1%	6	-9	nt	-1%	2%	9
CC(=O)Nc1ccc(SC[C@H](Cc2ccccc2)N2CCN(CCc3ccccc3)CCC2=O)cc1	5%	-1	-1.1%	2	-2%	-47	7	nt	0%	3%	?
CCCCCn1c(S(=O)(=O)O)nc2ccccc21	-1%	-10	7.1%	17	0%	5	-12	21%	-1%	1%	1
Cc1cc(C)nc(SCC(=O)N(C)CC(=O)Nc2c(Cl)cccc2Cl)n1	nt	-2	-0.5%	nt	nt	-1	-1	nt	nt	0%	1
O=C(CN1C(=O)C2C3CCC(C3)C2C1=O)OCC(=O)c1cccc([N+](=O)[O-])c1 (stereo not given)	8%	2	-0.7%	5	2%	2	-6	0%	-1%	-2%	-3
CCNc1nc2nonc2nc1NCC	-16%	-7	-0.1%	2	1%	0	-2	13%	0%	-1%	2
CCOC(=O)C1CCN(C(=O)c2cnn3c(C)cc(C)nc23)CC1	-6%	-22	6.8%	5	3%	9	-1	14%	0%	1%	-1
O=C1CC(C(=O)Nc2ccc(C(=O)O)cc2)C(c2ccccc2)O1 (stereo not given)	-2%	-2	4.0%	0	1%	10	2	-1%	-5%	2%	-3
Cn1ccnc1SCc1ccc([N+](=O)[O-])cc1	1%	-2	0.5%	2	3%	7	-8	3%	-7%	0%	0
O=C(CSc1nc2ccccc2n1CC(=O)N1CCCC1)Nc1nccs1	3%	10	0.4%	0	0%	2	7	8%	9%	-1%	3

5 compounds already listed, ordered by their value in MLL CXXC-DNA inh, highest first.
Compound | MLL CXXC-DNA inh | B2AR arrestin | GALK inh | Menin-MLL TR inh | PKM2 act | USP2a block | TRPV1 ag
CC(=O)c1c(C)[nH]c(C(=O)Nc2nc(C)cs2)c1C | 15% | -0.2% | 11% | -2% | 0% | 2% | 6
Cc1ccc2c(C(=O)CN3CCC(C(N)=O)CC3)c(C)[nH]c2c1 | 8% | 0.5% | nt | -3% | nt | 0% | -1
N/C(=N\OC(=O)C1CCCCC1)c1ccc(Cl)cc1 | 7% | -1.1% | 1% | nt | -1% | 2% | 9
CCCCn1c(CCc2ccccc2)nc2cc3[nH]c(=O)c(C(C)C)nc3cc21 | 4% | -3.4% | nt | ? | 3% | -5% | -3
O=C(OCC(=O)N1CCCc2ccccc21)c1cnc(Cl)c(Cl)c1 | 1% | -0.2% | -3% | 10% | -1% | -1% | 0

Source: PubChem

This is a subset; count on the stated rates, not on these rows.
